# SIAH1 antagonists = Siah-1 peptide-binding antagonists, primary screen, biochemical, fluorescence polarization, rhodamine-plectin, uHTS (AID 1817); Siah-1 / rhodamine-plectin peptide fluorescence polarization; higher % means a stronger effect; E3 ubiquitin-protein ligase SIAH1 (Homo sapiens); one-dose displacement, % at 20 µM; IC50 in µM for titrated hits; 290,000 compounds, 0.02% hits;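 active = displacement of at least 50% at 20 µM, with a fluorescence ratio check between 0.3 and a set limit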;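 also: plate controls were Siah plus tracer with DMSO for no effect and tracer alone without Siah for full effect; strong numbers were not always called active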
# Dynein cargo inh = inhibitors of GR-EGFP nuclear translocation, primary screen, dynein cargo transport inhibitor project, imaging, high-content, 3617.4 mouse cells. test concentration mostly 20 µM; stimulated with dexamethasone, 1 µM; stronger effect = lower value. z-score, hits read low. 220,000 compounds, 0.47% hits;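 active = plate z-score of nuclear minus cytoplasmic receptor signal below a set negative limit, without overly bright fluorescence or cell loss, cut at about -3.5 in these data, passing the limit was not always enough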;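 also: z-score of nuclear minus cytoplasmic ring GR-EGFP intensity difference per well; some compounds called inactive have numbers as strong as hits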
#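 Buffer or medium: tetracycline-free induction medium containing charcoal-stripped FBS / Reagent: dexamethasone agonist, 1.0 µM final, for 30 min / Technique: automated 10x imaging of fixed Hoechst-stained cells / Times: induction 48 h, compound 1 h, agonist 30 min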
# human PMI inhibition = inhibitors of human PMI, primary screen, biochemical, fluorescence intensity, coupled assay (AID 1209) | purified PMI enzyme, coupled fluorescence intensity; higher % means a stronger effect | 190,000 compounds, 0.42% hits | inhibition, % at 20 µM, or IC50 in µM where a hit was titrated | Mannose-6-phosphate isomerase (Homo sapiens);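 also: plate controls were DMSO vehicle for no effect and wells lacking substrate for full effect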
# LYP inhibition = inhibitors of LYP phosphatase, biochemical, fluorescence intensity, uHTS (AID 1779); inhibition, % at 11.5 µM; hits with a dose series show IC50 in µM; 290,000 compounds, 0.054% hits; recombinant LYP phosphatase, fluorescence intensity; higher % means a stronger effect; Tyrosine-protein phosphatase non-receptor type 22 (Homo sapiens);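 also: plate controls were vehicle with enzyme for no effect and no enzyme for full effect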
# M1AAP inhibition = P. falciparum M1AAP inhibitors, biochemical, fluorogenic H-Leu-NHMec substrate, 1536-well (AID 1445) | Aminopeptidase N (Plasmodium falciparum (isolate 3D7)) | recombinant M1AAP, H-Leu-NHMec fluorogenic kinetic assay; higher % means a stronger effect | one-dose inhibition, % at 30 µM; IC50 in µM for titrated hits | 220,000 compounds, 0.42% hits;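 active = primary inhibition above the hit cutoff, then over 50% inhibition at one or more dose response concentrations, cut at about 23% in these data, passing the limit was not always enough; inconclusive = conflicting primary data, or primary hits not chosen for dose response; inactive = low primary inhibition, or under 50% at every dose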;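 also: plate controls were DMSO full reaction for no effect and no enzyme background for full effect; strong numbers were not always called active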
# AID2073 = inhibitors of Mint1-CaV2.2 protein interaction, biochemical, HTRF (AID 2073); Voltage-dependent N-type calcium channel subunit alpha-1B (Homo sapiens); HTRF protein-protein interaction, Mint1-CaV2.2; higher % means a stronger effect; inhibition, % at 20 µM, or IC50 in µM where a hit was titrated; 290,000 compounds, 0.19% hits; in the data active = inhibition mostly above about 51%, no sharp cut-off; inconclusive = no clear call, values can overlap the other calls; inactive = mostly below about 53%; also: some results filed as inactive read as strong as hits
# PMI inhibition = human PMI inhibitors, high substrate, primary screen, biochemical, fluorescence intensity, high mannose 6-phosphate (AID 1220); recombinant PMI enzyme, coupled fluorescence intensity; higher % means a stronger effect; one-dose inhibition, % at 20 µM; IC50 in µM for titrated hits; 190,000 compounds, 0.66% hits
# XIAP displacement = XIAP antagonists, biochemical, IAP family, fluorescence polarization (AID 1018) | E3 ubiquitin-protein ligase XIAP (Homo sapiens) | XIAP BIR domain, fluorescence polarization peptide displacement; higher % means a stronger effect | one-dose displacement, % at 20 µM; IC50 in µM for titrated hits | 200,000 compounds, 0.007% hits; in the data active = displacement above about 50%; also: a part of the inactive calls stands beside numbers as strong as those of hits
# M17LAP inhibition = P. falciparum M17LAP inhibitors, primary screen, biochemical, fluorogenic H-Leu-NHMec substrate, 1536-well (AID 1619) | Leucine aminopeptidase (Plasmodium falciparum (isolate 3D7)) | 220,000 compounds, 0.38% hits | inhibition, % at 30 µM; hits with a dose series show IC50 in µM | recombinant M17LAP, H-Leu-NHMec fluorogenic kinetic assay; higher % means a stronger effect;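 active = compound inhibiting the enzyme by more than half at any dose during confirmatory dose-response retesting; inconclusive = strong single-dose inhibitors picked by rank but not retested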;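 also: plate controls were full reaction with DMSO carrier for no effect and no enzyme background for full effect; strong numbers were not always called active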
# Dynein cargo inh cytoplasmic EGFP = further read-out of Dynein cargo inh, marked with its call; z-score; measured here: cytoplasmic GR-EGFP intensity; stronger effect = higher value
# Dynein cargo inh nuclear GR-EGFP = also measured in Dynein cargo inh; calls as there; z-score; measured here: nuclear GR-EGFP intensity;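 lower value marks the stronger effect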
# Dynein cargo inh cell count = further read-out of Dynein cargo inh, marked with its call; z-score; measured here: cell count per field
# Starred values were filed as active, the others as inactive; ? = inconclusive; / = no result given. Rule as the data show it, unless noted: active = inhibition above about 50%; inactive = the rest.
PMI inhibition	XIAP displacement	SIAH1 antagonists	Dynein cargo inh	Dynein cargo inh cytoplasmic EGFP	M1AAP inhibition	LYP inhibition	Dynein cargo inh cell count	Dynein cargo inh nuclear GR-EGFP	AID2073	human PMI inhibition	M17LAP inhibition	SMILES
1%	-7.3%	1%	1	-0.21	-5%	1%	-0.46	1.1	-2%	12%	13%	CN(C)C(=O)c1cc(Cl)ccc1Sc1cc(Cl)ccc1Cl
10%	-4.6%	0%	-0.25	-0.22	1%	-6%	0.26	0.015	-6%	10%	0%	COc1ccc(C2=NOC(C(=O)N3CCOCC3)C2)cc1OC (stereo unspecified)
10%	-4.1%	-3%	0.26	-0.25	4%	-1%	-0.27	0.71	-5%	11%	8%	Cc1ccc(-c2nnn(CC(=O)N(c3ccccc3F)C(C(=O)NC3CCCC3)c3ccco3)n2)o1 (stereo unspecified)
14%	0.3%	-2%	-1.6	-0.099	-3%	0%	0.68	-0.85	-7%	-3%	20%	Cc1cccc(-c2nc(CS(=O)CC(=O)N3CCc4ccccc4C3)c(C)o2)c1 (stereo unspecified)
-4%	-9.3%	2%	-1.1	-0.23	3%	4%	0.35	-0.75	-5%	7%	9%	CC(C)Sc1nnc(CNC(=O)C23CC4CC(CC(C4)C2)C3)n1Cc1ccccc1
-14%	-3.2%	3%	1.2	-0.21	19%	4%	-0.33	1.2	38%	8%	-6%	CC1(C)Cc2c(C#N)c(NCc3ccco3)nc(-c3ccco3)c2CO1
-3%	4.3%	-2%	-0.072	-0.22	3%	-5%	0.54	0.33	8%	2%	2%	CCn1c(NCc2ccccc2Cl)nc2ccccc21
3%	-12%	2%	0.21	-0.3	3%	-3%	0.56	0.19	5%	-7%	-5%	COc1ccc(S(=O)(=O)N2Cc3ccccc3CC2C(=O)O)cc1OC (stereo unspecified)
/	/	1%	-0.54	-0.16	0%	-4%	0.74	-0.25	-4%	/	5%	C/C(=N/NC(=O)c1ccccn1)c1ccc(O)cc1
/	/	-3%	0.92	-0.74	-6%	-3%	-0.88	0.71	?	/	10%	O=C(O)CN1C(=O)NC2(CCOc3ccccc32)C1=O (stereo unspecified)
18%	-9.3%	-4%	-0.55	-0.32	1%	-7%	0.77	-0.092	14%	10%	4%	Nc1cccc(-n2nncc2-c2ccc(Cl)cc2)c1
-23%	-8.2%	-4%	1.7	-0.2	21%	1%	-1.1	0.71	22%	-22%	55%	CC1=Nc2ccccc2/C1=C/c1c(N)n2c(S(=O)(=O)C(C)C)nsc2nc1=O
-2%	-1.4%	6%	-0.2	-0.33	7%	0%	-0.26	0.4	-3%	-2%	7%	Cc1ccc2c(CN3CCN(C(=O)c4ccco4)CC3)cc(=O)oc2c1C
8%	-2.8%	2%	-0.91	-0.21	0%	-3%	0.88	-0.4	-4%	4%	5%	O=C(NCc1ccccc1Cl)C1CCN(S(=O)(=O)N2CCC3(CC2)OCCO3)CC1
/	/	0%	-1.2	-0.092	5%	2%	-0.3	-0.54	10%	/	11%	O=c1oc(-c2ccccc2F)nc2scc(-c3ccccc3)c12
16%	-0.8%	2%	-0.56	0.98	1%	3%	-0.24	0.41	-6%	36%	28%	CCOC(=O)SC1=N/C(=C\c2ccc(N(C)C)cc2)C(=O)S1
21%	-5.2%	-10%	-0.14	-0.26	5%	-3%	-0.054	0.023	-14%	17%	-10%	FC(F)(F)c1cc(-c2ccccc2)nc(-n2cc(Cl)cn2)n1
9%	-2.0%	-2%	-0.24	-0.3	0%	-8%	-0.25	0.35	4%	15%	5%	Cc1sc(-c2cccnc2)nc1OC(=O)C1CC1
2%	-1.3%	2%	-0.9	-0.09	11%	9%	-0.18	-0.4	15%	-4%	9%	COc1ccc(-n2c(C)cc(/C=C/c3nc(O)c([N+](=O)[O-])c(=O)[nH]3)c2C)cc1
15%	3.9%	10%	-0.0017	-0.21	-1%	-1%	0.29	-0.33	-7%	4%	2%	COc1ccc(CNc2nc3ccccc3n2Cc2ccc(Cl)cc2)cc1OC

# A draw from above in order of SMILES length, rising:
PMI inhibition	XIAP displacement	SIAH1 antagonists	Dynein cargo inh	Dynein cargo inh cytoplasmic EGFP	M1AAP inhibition	LYP inhibition	Dynein cargo inh cell count	Dynein cargo inh nuclear GR-EGFP	AID2073	human PMI inhibition	M17LAP inhibition	SMILES
-3%	4.3%	-2%	-0.072	-0.22	3%	-5%	0.54	0.33	8%	2%	2%	CCn1c(NCc2ccccc2Cl)nc2ccccc21
18%	-9.3%	-4%	-0.55	-0.32	1%	-7%	0.77	-0.092	14%	10%	4%	Nc1cccc(-n2nncc2-c2ccc(Cl)cc2)c1
/	/	1%	-0.54	-0.16	0%	-4%	0.74	-0.25	-4%	/	5%	C/C(=N/NC(=O)c1ccccn1)c1ccc(O)cc1
/	/	-3%	0.92	-0.74	-6%	-3%	-0.88	0.71	?	/	10%	O=C(O)CN1C(=O)NC2(CCOc3ccccc32)C1=O (stereo unspecified)
1%	-7.3%	1%	1	-0.21	-5%	1%	-0.46	1.1	-2%	12%	13%	CN(C)C(=O)c1cc(Cl)ccc1Sc1cc(Cl)ccc1Cl
15%	3.9%	10%	-0.0017	-0.21	-1%	-1%	0.29	-0.33	-7%	4%	2%	COc1ccc(CNc2nc3ccccc3n2Cc2ccc(Cl)cc2)cc1OC
3%	-12%	2%	0.21	-0.3	3%	-3%	0.56	0.19	5%	-7%	-5%	COc1ccc(S(=O)(=O)N2Cc3ccccc3CC2C(=O)O)cc1OC (stereo unspecified)
-14%	-3.2%	3%	1.2	-0.21	19%	4%	-0.33	1.2	38%	8%	-6%	CC1(C)Cc2c(C#N)c(NCc3ccco3)nc(-c3ccco3)c2CO1
-4%	-9.3%	2%	-1.1	-0.23	3%	4%	0.35	-0.75	-5%	7%	9%	CC(C)Sc1nnc(CNC(=O)C23CC4CC(CC(C4)C2)C3)n1Cc1ccccc1

# The listing continues.
PMI inhibition	XIAP displacement	SIAH1 antagonists	Dynein cargo inh	Dynein cargo inh cytoplasmic EGFP	M1AAP inhibition	LYP inhibition	Dynein cargo inh cell count	Dynein cargo inh nuclear GR-EGFP	AID2073	human PMI inhibition	M17LAP inhibition	SMILES
/	/	2%	1.4	-0.11	16%	-3%	-1.6	1	-11%	/	2%	CNC(=O)/C(C#N)=C/c1ccc(-c2nc3ccccc3s2)o1
12%	2.9%	1%	-0.26	-0.14	3%	-5%	-0.24	0.17	4%	7%	12%	CCN1CCCC1CNC(=O)c1csc2c1CCCC2 (stereo unspecified)
8%	-1.2%	6%	-0.26	-0.18	14%	5%	0.33	-0.49	6%	13%	15%	COc1nccnc1NS(=O)(=O)c1ccc(NC(=S)NC(=O)/C=C/c2ccc(F)cc2)cc1
1%	-1.0%	1%	0.093	-0.21	-1%	-10%	0.059	0.47	-6%	-2%	-2%	O=C(CN1CCOCC1)Nc1cccc(Cl)c1Cl
-3%	-2.1%	-2%	1.1	-0.22	0%	4%	-0.68	0.79	-6%	-4%	-4%	COc1ccc(CC(=O)NC(C)c2nnc(SCC(=O)Nc3ccccc3F)n2C)cc1 (stereo unspecified)
-7%	-5.9%	4%	1.8	-0.022	1%	-14%	-1	1.4	32%	-16%	2%	COc1ccc(OCCSc2nc(C)c(Cc3ccccc3)c(=O)[nH]2)cc1
-14%	-4.7%	3%	2	0.13	5%	-1%	-1.5	1.3	9%	-6%	11%	O=S(=O)(Nc1ccc(Cl)cn1)c1ccccc1
-7%	-6.8%	-2%	0.41	-0.25	3%	-8%	0.31	0.28	2%	0%	-4%	CC(=O)Nc1ccc(C(=O)OCc2ccc(Br)cc2)cc1
18%	-5.3%	-1%	1.2	-0.12	2%	-4%	-0.69	0.98	5%	16%	10%	CCc1ccc(S(=O)(=O)NCCc2csc(-c3cccnc3)n2)s1
22%	-5.9%	-3%	0.056	-0.29	4%	4%	0.58	0.19	19%	18%	10%	COc1cc(C(=O)NCC(=O)OCC(=O)c2ccc[nH]2)cc(OC)c1OC
4%	-3.5%	1%	/	/	5%	-10%	/	/	8%	-11%	15%	O=C(CSc1nnc(-c2cccs2)o1)OCc1ccccc1
-1%	-7.5%	6%	0.12	-0.2	10%	2%	0.45	0.52	1%	-4%	5%	CC(=O)OCC(=O)[C@@]1(OC(C)=O)[C@@H](C)C[C@H]2[C@@H]3C[C@H](F)C4=CC(=O)C=C[C@]4(C)[C@@]3(F)[C@@H](O)C[C@@]21C
0%	-1.4%	-1%	0.3	-0.015	7%	-6%	-0.046	0.36	9%	5%	-154%	CCOC(=O)c1sc2nc(N3CCOCC3)c3c(c2c1N)CCN(C)C3
/	/	-5%	-0.81	-0.18	2%	-8%	0.36	-0.43	-2%	/	-3%	CCSc1nnc(NC(=O)Cn2cnc3ccccc3c2=O)s1
7%	-3.9%	-3%	0.21	-0.17	6%	-2%	-0.59	0.44	1%	10%	2%	Cc1ccc(NC(=O)C2CCCN2S(=O)(=O)c2cccc3cccnc23)cc1F (stereo unspecified)
22%	-4.8%	3%	-0.0051	-0.36	-2%	-12%	0.32	-0.34	3%	10%	-2%	Cc1ccc(NCC(=O)N/N=C/c2ccncc2)cc1
11%	-6.6%	13%	1.4	0.31	-5%	1%	-0.31	0.76	-3%	10%	-6%	COc1ccc(OCCNc2cc(Cl)ccc2[N+](=O)[O-])cc1

# Screens (PubChem BioAssay)
